Compound activity as filed in PubChem BioAssay.
ATXN viability – viability counter-screen for ATXN expression inhibitors; S2 cells (HEK-293 line with an ATXN2-luciferase reporter) viability, CellTiter-Fluor protease fluorescence, 24 h; Potency, µM (series often up to 56.7 µM), actives largely listed as cytotoxic; 400,000 compounds, 0.49% hits; note: potency is the fitted concentration of half-maximal effect; nearly all actives have a fitted effect of over 40% in size
IL-2 act – IL-2 activation | 360,000 compounds, 0.065% hits | activation, % (series mostly up to about 46 µM) | IL-2 activation reporter assay, cell-based qHTS; stimulated with anti-CD3/CD4/CD28 beads; in transgenic mouse T cells; in the data active = activation above about 50%; inconclusive = mostly about 30% to 49%; note: 0% is about no effect
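Quantitative HTS in unstimulated transgenic mouse T cells, with memory T cells as non-tolerant control and PMA/ionomycin as tolerance-bypass control. Compound pretreatment lasted 60 minutes before 18 h bead stimulation; EGFP/DsRed fluorescence read.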
TGFb inhibitor – inhibitors of TGF-b signaling; HepG2 CAGA-GFP TGF-b/SMAD3 reporter, GFP fluorescence, 18 h; TGF-beta stimulated, 500 pg/mL final; Potency, µM (highest dose often 46.1 µM), for inactives: top-dose activity, negative = inhibition, actives largely listed as inhibitors; 410,000 compounds, 1.2% hits; note: potency is the fitted concentration of half-maximal effect; % is set by controls: 0 for no effect and ±100 for the full control effect; nearly all actives have a fitted effect of over 65% in size
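Read-out: total well GFP (ex488/em500-530) summed from mean per-cell fluorescence. Cells: HEPG2 CAGA-GFP, 1% FBS DMEM, 18 h at 37 degrees C with 500 pg/mL final TGF-beta. Unstimulated wells served as the full-inhibition control; stimulated DMSO wells = 0%.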
HepG2 viability – kills HepG2 cells in TGF-b inhibitor counter-screen; Potency, µM (top dose mostly 46.1 µM), inactives show top-dose activity change, negative = cytotoxicity, actives largely listed as cytotoxic; 410,000 compounds, 0.76% hits; HepG2 CAGA-GFP viability, ATP luminescence, 18 h; AID 588856; note: potency is the fitted concentration of half-maximal effect; some results filed as inactive show a strong effect at the top dose
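HepG2 CAGA-GFP cells (1000/well, DMEM with 1% FBS) received compound, then TGF-beta at 500 pg/mL final, and were incubated 18 hours at 37 degrees C. Viability was read by CellTiter-Glo luminescence. Media-only wells were set as complete cell-killing and DMSO as no toxicity.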
Nrf2 block – inhibitors of Nrf2 signaling; A549 ARE-Fluc reporter, luciferase luminescence, 18-24 h; Potency, µM (doses to about 46 µM), for inactives: at the highest dose activity change, negative = inhibition, most hits filed as inhibitors; 360,000 compounds, 2.1% hits; note: potency is the fitted concentration of half-maximal effect; % is set by controls: 0 for no effect and ±100 for the full control effect; nearly all actives have a fitted effect of over 60% in size
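A549 ARE_Fluc cells (5000/well, 5% FBS OPTI-MEM) pre-incubated 2 h, then treated with compounds 18-24 h at 37C/5% CO2 in concentration-response. CellTiter-Fluor viability read first; BugLite luciferase luminescence after 15 min at room temperature gives Nrf2 activity.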
ATXN2 expr inh – reduces ATXN2 reporter expression in HEK-293 cells. AID 1745845. 360,000 compounds, 0.72% hits. Potency, µM (doses to about 57 µM), without a hit: at the top dose activity change, negative = inhibition, hits mostly inhibitors. HEK-293 ATXN2-luciferase reporter, luminescence, 24 h; note: potency is the fitted concentration of half-maximal effect; % is set by controls: 0 for no effect and ±100 for the full control effect; nearly all actives have a fitted effect of over 55% in size
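qHTS (up to 57 uM final) was run with 24 h compound exposure of reporter cells at 37 °C. Each well was multiplexed: SteadyGlo luminescence measured ATXN2-luciferase expression after a fluorogenic Gly-Phe-AFC viability readout (25 uM final).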
Nrf2 ARE act – activators of Nrf2 (ARE) signaling | AID 624171 | 410,000 compounds, 0.31% hits | Potency, µM (series often up to 46.1 µM), for inactives: at the top dose activation, actives largely listed as activators | AREc32 ARE-luciferase reporter (MCF7-derived line), luminescence, 24 h; note: potency is the fitted concentration of half-maximal effect; % of control where 0% means no effect; nearly all actives have a fitted effect of over 65% in size
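AREc32 cells carrying an ARE-driven firefly luciferase reporter were seeded at 1000 cells/well in OPTI-MEM with 5% FBS, then exposed to compound for 24 hr at 37 deg C. Luminescence was read with Steady-Glo after 30 min at RT.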
EPAC2 ag – agonists of human EPAC2 (RAPGEF4). 360,000 compounds, 0.079% hits. EPAC2 activation, biochemical qHTS; response scale: 100% = 6.5 mM cAMP response. Q8WZA2. Potency, µM (doses to about 154 µM), for the others: top-dose activation, actives largely listed as activators; note: potency is the fitted concentration of half-maximal effect; nearly all actives have a fitted effect of over 50% in size
Target sequence (Q8WZA2 whole entry, looked up): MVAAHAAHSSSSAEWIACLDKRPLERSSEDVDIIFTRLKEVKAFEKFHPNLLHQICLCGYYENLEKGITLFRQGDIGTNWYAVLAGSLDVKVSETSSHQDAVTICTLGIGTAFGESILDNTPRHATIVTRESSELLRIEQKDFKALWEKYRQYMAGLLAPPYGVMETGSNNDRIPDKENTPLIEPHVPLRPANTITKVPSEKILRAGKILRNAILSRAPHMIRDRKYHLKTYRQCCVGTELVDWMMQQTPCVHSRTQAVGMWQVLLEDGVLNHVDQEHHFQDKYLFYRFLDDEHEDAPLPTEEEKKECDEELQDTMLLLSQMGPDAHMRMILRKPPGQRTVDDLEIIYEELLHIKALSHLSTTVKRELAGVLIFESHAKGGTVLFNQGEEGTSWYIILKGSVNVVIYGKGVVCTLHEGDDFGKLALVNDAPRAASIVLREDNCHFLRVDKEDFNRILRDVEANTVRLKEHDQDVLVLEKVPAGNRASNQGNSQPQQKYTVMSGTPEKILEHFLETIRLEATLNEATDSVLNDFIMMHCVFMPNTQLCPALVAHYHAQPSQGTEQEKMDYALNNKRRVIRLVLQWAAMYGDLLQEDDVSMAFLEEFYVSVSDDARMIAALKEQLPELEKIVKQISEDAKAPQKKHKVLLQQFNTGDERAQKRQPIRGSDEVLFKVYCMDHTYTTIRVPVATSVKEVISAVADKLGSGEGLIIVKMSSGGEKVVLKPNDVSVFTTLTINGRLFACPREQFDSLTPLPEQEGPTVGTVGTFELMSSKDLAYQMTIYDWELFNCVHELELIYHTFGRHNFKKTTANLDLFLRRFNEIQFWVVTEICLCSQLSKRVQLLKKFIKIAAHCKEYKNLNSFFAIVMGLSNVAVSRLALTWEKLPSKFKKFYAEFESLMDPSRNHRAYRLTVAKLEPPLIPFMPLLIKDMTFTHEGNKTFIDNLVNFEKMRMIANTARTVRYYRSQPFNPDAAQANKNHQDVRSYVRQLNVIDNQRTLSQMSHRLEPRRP
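Guanine nucleotide exchange by EPAC2 is measured as reduced fluorescence of BODIPY-GDP once it is released from 250 nM Rap1B. Plates are read kinetically for 30 min at room temperature; results are scaled to 6.5 mM cAMP.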
A549 viability – kills or reduces viability of A549 cells in Nrf2 counter-screen; A549 ARE-Fluc cells, CellTiter-Fluor viability, 18-24 h; Potency, µM (titrated, usually from 46 µM), for inactives: at the highest dose activity change, negative = cytotoxicity, actives largely listed as inhibitors; 390,000 compounds, 0.16% hits; AID 504648; note: potency is the fitted concentration of half-maximal effect; % is set by controls: 0 for no effect and ±100 for the full control effect
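Cytotoxicity counterscreen: CellTiter-Fluor fluorescence was measured in A549 ARE_Fluc cells after 18-24 h of compound exposure in a concentration series. The subsequent BugLite luminescent read reports ARE-luciferase activity.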
An asterisk follows results filed as active; i = inactive; ? = inconclusive; / = not tested or not shown; & = joins results of further samples; [ ] = dose if it differs, or a comment. Unless noted, calls come from the whole dose curve; as a rule, active = well fitted curve in the direction sought with a large enough effect; inconclusive = small, poorly fitted or top-dose-only effect, or another doubt; inactive = no such curve, though single readings can be large; an effect the other way counts as inactive or inconclusive.

canonical_smiles	ATXN viability	IL-2 act	TGFb inhibitor	HepG2 viability	Nrf2 block	ATXN2 expr inh	Nrf2 ARE act	EPAC2 ag	A549 viability
O=C1C=C(c2ccoc2)N2CCC[C@H]2C1	i	0.3	-2%	-9%	-3%	39%[activator]	-0.1%	9%	7%
CCN(CC)CCN1C(=O)C2C(C(=O)Nc3ccc(C(C)C)cc3)C3C=CC2(O3)C1C(=O)NC1CCCCC1 (centres undefined)	i	1.3	-1%	1%	-12%	2%	-0.8%	6%	-20%
N#CC1=C(N)Oc2c(oc(CO)cc2=O)C1c1cccs1 (centres undefined)	i	0.9	-8%	5%	5%	-6%	-0.8%	2%	12%
COc1ccccc1NC(=O)c1ccc2nsnc2c1	?	2.6	-2%	-12%	?	23%	6.7%	2%	1%
CC1Sc2ccc(S(=O)(=O)CCC(=O)Nc3ccc(C(C)C)cc3)cc2NC1=O (centres undefined)	i	-3.3	?	0%	?	-24%	-0.1%	-6%	4%
O=C(c1ccc(F)cc1)N1CCN(c2ccc([N+](=O)[O-])cc2-n2cccc2)CC1	i	0.4	11%	-4%	-18%	-13%	-0.2%	3%	-9%
CCOc1ccc2nc(NC(=O)c3nc(SC)ncc3Cl)sc2c1	i	/	15%	-12%	13%	4%	1.2%	/	9%
COc1cc(OC)c(C(=O)OCC(=O)c2ccc3c(c2)NC(=O)CO3)cc1OC	i	1.9	23%	5%	-8%	-11%	-0.1%	7%	7%
O=C(COc1nc2ccccc2nc1N1CCOCC1)N1CCc2ccccc21	?	94*	9%	8%	-4%	-19%	0.4%	-6%	-8%
Cc1ccc(S/C=C\C(=O)c2ccccc2)cc1	22µM*	-1.6	?	-9%	70%	?	?	5%	1%[1.84 µM]
COc1ccc(-c2cc(C(=O)Nc3cc(C)ccc3O)no2)cc1OC	i	/	35%	24%	11%	5%	-0.2%	/	1%
O=C(NCCc1cccc(Cl)c1)c1cc2ccccc2oc1=O	i	0.6	-9%	8%	5%	6%	1.0%	10%	0%
CCOC(=O)CNC(=O)c1cn(CC)c(=O)c2cc(OC)c(OC)cc12	i	-2.4	9%	-28%	-3%	-18%	-0.8%	-3%	-1%
CC(=O)N1CCN(S(=O)(=O)c2c(F)cc(F)c(Cl)c2F)CC1	i	0.0	5%	60%	-7%	-12%	11µM*	6%	-12%
Cc1cc(C)n2nc(SC(C)C(=O)Nc3ccccc3F)nc2n1 (centres undefined)	i	-0.9	9%	6%	-6%	-7%	-0.5%	2%	-6%
Cc1ccc2c(c1)CC1(CN2C)C(=O)OC(C)(C)OC1=O	i	-0.2	19%&-1%	7%&5%	6%	-4%	0.2%	9%	-1%&-2%
COc1ccc(OCC(=O)NNC(=O)C(=O)N2CCCC2)cc1	i	-1.2	6%	5%	1%	-9%	-0.9%	5%	2%
COCCn1c(SCC(=O)Nc2cc(C)on2)nnc1-c1ccco1	i	-1.8	-7%	-1%	11%	0%	-0.1%	-2%	-5%
Cc1cccc2cc(CN(Cc3ccco3)C(=O)c3cccs3)c(=O)[nH]c12	i	-0.3	13%	19%	-22%	-8%	-0.1%	0%[15.6 µM]	-4%
COc1ccc(S(=O)(=O)N2CCCC(C(=O)N3CCCC3)C2)cc1OC (centres undefined)	i	1.1	2%	-2%	-30%	13%	0.1%	11%	-7%
COc1cccc(NC(=O)C2(C)CCN2Cc2ccc(-c3ccccc3)o2)c1 (centres undefined)	i	-0.8	?	-5%	/	9%	3.6%	23%	/
COc1cccc(-c2nc(-c3ccccc3)c(-c3ccccc3)[nH]2)c1OCC(=O)O	i	-0.9	-16%	-23%	-5%	/	-0.5%	-3%	-9%
CC(C)C1OC2c3cccc4cccc(c34)C2N1c1ccccc1 (centres undefined)	i	2.0	?	-6%	?	-11%	?	9%	6%
c1csc(C2Nc3ccccc3-c3nc4ccccc4n32)c1 (centres undefined)	i	1.4	-29%	-33%	15%	27%	9.1%	-1%	-13%
NC(=O)c1ccc(C(F)(F)F)n(Cc2ccc(Cl)cc2)c1=O	i	-1.1	-14%	-33%	?	-18%	0.0%	-13%	?
CN(C)c1ccc(/C=C(/C#N)C(=O)NCc2ccccc2)o1	i	83*	119%[activator]	-4%	?	41%[activator]	0.7%	11%	-11%
O=C(COC(=O)c1ccccc1F)NNC(=O)c1ccccc1	i	-0.1	1%	-23%	5%	-5%	-0.9%	0%	5%
COC(=O)Cn1cnc2ccccc2c1=O	i	2.2	33%[activator]	18%	/	-17%	0.4%	12%	4%
Cc1cc(CNC[C@H]2O[C@@H](n3cnc4c(N)ncnc43)[C@H](O)[C@@H]2O)no1	i	-0.8	-20%	-6%	/	-2%	0.2%	4%	/
Cc1ccc(N2CC(C(=O)NCc3ccccn3)CC2=O)cc1 (centres undefined)	i	-2.8	-2%	-3%	6%	-3%	0.0%	6%	14%
CS(=O)(=O)c1cc(N2CCOCC2)ccc1CNC[C@H]1O[C@@H](n2cnc3c(=O)[nH]c(N)nc32)[C@H](O)[C@@H]1O	i	2.2	4%	-4%	/	4%	0.2%	8%	/
O=C1c2cccc(O)c2C(=O)c2c(O)cc(CO)cc21	i	0.5	1%	-4%	-19%	?	0.1%	5%	0%

For reference, part of the list above:
canonical_smiles	ATXN viability	IL-2 act	TGFb inhibitor	HepG2 viability	Nrf2 block	ATXN2 expr inh	Nrf2 ARE act	EPAC2 ag	A549 viability
Cc1ccc2c(c1)CC1(CN2C)C(=O)OC(C)(C)OC1=O	i	-0.2	19%&-1%	7%&5%	6%	-4%	0.2%	9%	-1%&-2%
COc1ccc(OCC(=O)NNC(=O)C(=O)N2CCCC2)cc1	i	-1.2	6%	5%	1%	-9%	-0.9%	5%	2%

Further entries follow.
canonical_smiles	ATXN viability	IL-2 act	TGFb inhibitor	HepG2 viability	Nrf2 block	ATXN2 expr inh	Nrf2 ARE act	EPAC2 ag	A549 viability
CCOc1ccccc1NC(=O)c1ccc2nccnc2c1	i	-0.1	-17%	-2%	6%	5%	-0.2%	3%	-3%
O=c1[nH]c2cccc(Cl)c2n(CCNc2ncc(C(F)(F)F)cc2Cl)c1=O	i	-0.8	?	-45%	?	-25%	2.1%	-43%[inhibitor]	?
COc1ccc(-c2nc(C(N)=O)c3[nH]c(=O)n(-c4ccccc4OC)c3n2)c(OC)c1	i	-0.1	2%	2%	-10%	-11%	-0.6%	18%	-2%
Cc1ccc2c(c1)N(CCC(=O)NC(C)C)C(=O)CO2	i	-2.1	1%	-9%	-4%	4%	-0.5%	-3%	-1%
CN(C)S(=O)(=O)c1ccccc1N=C=S	i	1.2	-5%	-41%	7%	/	0.0%	6%	7%
COc1ccc(N(CC(=O)Nc2cccc(N(C)S(C)(=O)=O)c2)S(=O)(=O)c2ccccc2)cc1Cl	i	-0.4	?	-32%	?	/	3.3%	13%	-3%
Cc1cc(C(=O)O)c2c(=O)n(C)c(=O)n(C)c2n1	i	/	1%	1%	2%	11%	-0.9%	/	3%
Cc1nc2ccccc2n1CCOc1ccc([N+](=O)[O-])cc1	i	-0.4	-3%	-19%	?	-18%	-0.4%	6%	3%
O=C(CCN1C(=O)c2ccc([N+](=O)[O-])cc2C1=O)Nc1cccc(O)c1	?	0.9	?	-10%	0%	4%	-0.8%	-6%	1%
COc1ccc(NC2CS(=O)(=O)CC2NCc2ccco2)cc1 (centres undefined)	i	0.2	-5%	-17%	13%	3%	0.3%	3%	-1%
Cc1cccc(N2CCN(C(=S)Nc3ccc4nc(N5CCN(C)CC5)cc(C)c4c3)CC2C)c1 (centres undefined)	/	-0.5	?	10µM*	6%	/	0.3%	1%	1%
COC(=O)CN(n1cnnc1)S(=O)(=O)c1ccccc1Cl	i	-2.7	-6%	-7%	-4%	2%	0.3%	-4%	-6%
Oc1c(Br)cc2oc3c(c2c1CNCc1ccccc1)CCCC3	i	-0.2	17%	1%	0%	-14%	3.2%	7%	0%
O=C(Nc1ccccc1)C1CC(=O)N(c2ccc3c4c(cccc24)CC3)C1 (centres undefined)	i	-1.2	?	-17%	?	-13%	-0.3%	21%	-10%
O=C(NCCc1ccco1)c1ccc(OCc2cn3ccccc3n2)cc1	i	-0.1	3%	-4%	23%	22%	8.1%	9%	-1%
N#CCc1c(C#N)c(N)nc(N2CCCC(CO)C2)c1C#N (centres undefined)	i	-0.4	-4%	-19%	3%	-20%	0.1%	9%	-5%
O=C(OCc1cn([C@@H]2C[C@H](c3ccccc3)N(C(=O)c3cccs3)C[C@H]2O)nn1)c1ccccc1	i	-3.5	-22%	-44%	/	-13%	5.1%	16%	/
CN=C(Nc1ccc(Cl)cc1)c1ccc(C(F)(F)F)cc1	?	-0.3	?	-8%	7%	2%	6.0%	0%	-7%
CCC1CCCCN1CCCNC(=O)CS(=O)(=O)Cc1nc(-c2cccc(OC)c2)oc1C (centres undefined)	i	-2.0	13%	-15%	-14%	-18%	3.3%	3%	1%
CC(C)C(NC(=O)c1ccco1)C(=O)OCc1cc([N+](=O)[O-])cc2c1OCOC2 (centres undefined)	i	-0.2	?	11%	9%	-7%	3.9%	9%	1%
COc1ccc2[nH]c(C(=O)Nc3ccc4c(c3)OCO4)cc2c1	i	-0.7	-11%	-12%	13%	-19%	1.1%	4%	10%
Cc1ccc(-c2onc3ccc(C(=O)/C=C/N(C)C)cc23)cc1	?	-3.8	0%	-23%	10%	3%	-0.7%	5%	-3%
